# Bioassay records from PubChem BioAssay.
# SRC3 TRFRET art – TR-FRET artefact, counter-screen to PPARgamma/SRC-3 agonist assay | PPARgamma/SRC-3 format; active compounds read high | TR-FRET ratio at 8 µM | 99,000 compounds, 0.39% hits; in the data active = TR-FRET ratio above about 2000; also: inactives centre near 1600; reference of the scale not given here
# SRC1 TRFRET art – flags TR-FRET format artefacts in PPARgamma SRC-1 recruitment agonist screen | TR-FRET detection artefact counter-screen, emission ratio; active compounds read high | TR-FRET ratio at 8 µM | 99,000 compounds, 0.34% hits; in the data active = TR-FRET ratio above about 2300; also: inactives centre near 1800; reference of the scale not given here
# Numbers without * were called inactive.
SMILES,SRC3 TRFRET art,SRC1 TRFRET art
O=C(CC1SC(=Nc2ccccc2)N(Cc2ccccn2)C1=O)Nc1cccc(Cl)c1 (stereo unspecified),1517,1536
Cc1cc2ncc(S(C)(=O)=O)c(N)n2n1,1908,2007
Cc1cc(C)c(S(=O)(=O)N2CCN=C2c2ccccc2)c(C)c1,1404,1739
CSc1ccccc1NC(=O)CN(C)CC(=O)Nc1ccc(N2CCOCC2)cc1,1694,1859
OCC1(CCOc2ccccc2)CCN(Cc2nc3ccc(F)cc3[nH]2)CC1,1608,1538
CC(NC(=O)c1ccccc1NC(=O)c1ccccc1)C(=O)N1CCOCC1 (stereo unspecified),1454,1620
O=C(Nc1ccc(Br)cc1Cl)c1cnccn1,1551,2036
COCCn1c(SCC(=O)Nc2ccc3c(c2)OCCO3)nc2c(c1=O)SC(C)C2 (stereo unspecified),1541,1711
CC(Nc1[nH]c(=O)n(C)c(=O)c1N=O)c1ccccc1 (stereo unspecified),1623,1548
CCOC(=O)c1ccc(NC(=O)Nc2ncccc2C)cc1,1464,1533
CN1/C(=C\C(=O)CSc2cccc[n+]2[O-])C(C)(C)c2ccccc21,1749,1592
CCCCn1c(O)c(N=NC(=O)c2ccccc2NS(=O)(=O)c2cccs2)c2ccccc21,1542,1718
O=C(NCC(=O)N(CCN1CCOCC1)C(C(=O)NC1CCCC1)c1cccnc1)c1cccs1 (stereo unspecified),1514,2008
O=C(NC(=S)Nc1ccccc1)c1ccc(-c2ccccc2)cc1,1345,1471
C#CCOCCOCCOCCNc1nc(N2CCOCC2)nc(N2CCN(C(=O)[C@H](C)n3cc(CCCN=C(N)N)nn3)CC2)n1,1469,1596

# Quoted from the listing:
# Result of O=C(NC(=S)Nc1ccccc1)c1ccc(-c2ccccc2)cc1 under SRC3 TRFRET art: 1345
# Result of CCOC(=O)c1ccc(NC(=O)Nc2ncccc2C)cc1 under SRC1 TRFRET art: 1533

# (continued)
SMILES,SRC3 TRFRET art,SRC1 TRFRET art
Nc1ccc(OCC(O)C[n+]2ccc(CCS(=O)(=O)[O-])cc2)cc1 (stereo unspecified),1731,1964
COc1ccc(C2CCCN2C(=O)Nc2cccc(C(C)=O)c2)cc1OC (stereo unspecified),1679,1627
O=C(Nc1ccc(N2C(=O)C3C4C=CC(C4)C3C2=O)cc1Cl)c1cccs1 (stereo unspecified),1437,1809
CCN1CCN(C(c2cccs2)C(C)NC(=O)c2ccccc2OC)CC1 (stereo unspecified),1353,1506
O=c1c2sccc2n(Cc2ccc(F)cc2)c(=O)n1-c1ccc(F)cc1,1607,1673
COc1cc(/C=N/Nc2nnc3c(n2)[nH]c2ccccc23)ccc1O,1486,1764
C=CCSC1=C(C#N)C(c2ccccc2Cl)C(C(=O)c2cccs2)C(O)(C(F)(F)F)N1 (stereo unspecified),1508,1711
CC(=O)Nc1ccc(S(=O)(=O)Nc2cccc(-c3ccc4nncn4n3)c2)cc1,1580,1552
OC(CNCc1ccccn1)c1ccccc1 (stereo unspecified),1540,1687
O=C(c1ccco1)N1CCN(c2c([N+](=O)[O-])nn(-c3cccc(Cl)c3)[n+]2[O-])CC1,1637,1513
Cc1ccc(CN2CCc3c(OCC(=O)Nc4cc(C)ccc4C)cccc3C2=O)cc1,1552,1526
CCOCCCNC(=O)C1CCC(CNS(=O)(=O)c2cccc3nsnc23)CC1 (stereo unspecified),1639,1509
CCOC(=O)C1=NNC2(c3ccccc3)C(=O)N(c3cccc(Br)c3)C(=O)C12 (stereo unspecified),1596,1721
Cc1cccc(N2CCN(C(=O)c3csc4ccccc34)CC2C)c1 (stereo unspecified),1611,1624
COc1ccc(C(=O)Nc2nc3ccccc3s2)cc1OC,1588,1950
COc1ccc(-c2cc(C(F)(F)F)nc(S(=O)(=O)CCCC(=O)Nc3cccc(O)c3)n2)cc1OC,1679,1888
N#C/C(=C\c1cccc([N+](=O)[O-])c1)C(=O)NCc1ccc(Cl)cc1,1513,2056
CCCC1=Nc2cc(C(=O)NCc3ccco3)ccc2Sc2ccccc21,1496,1387
COCCCNC(=S)Nc1cccc(S(=O)(=O)NC2=NCCC2)c1,1582,1689
O=C(/C=C/c1ccc(Cl)cc1Cl)NCCSc1ccccc1,1490,1812
COc1ccc2cc(C)c3nnc(SCc4cccnc4)n3c2c1,1480,1748
Cc1ccc(NC(=O)c2cc(N3C(=O)C4CCCCC4C3=O)ccc2N2CCOCC2)cc1 (stereo unspecified),1471,1805
Cc1ccc2cc(CN(Cc3cccs3)C(=O)c3ccco3)c3nnnn3c2c1C,1393,1653
COc1ccccc1OCC(=O)NCCSCc1cccc(Cl)c1,1569,1668
COc1ccc(C2CCCN2C(=S)Nc2cccc(C)c2)cc1OC (stereo unspecified),1368,1820
CS(=O)(=O)N(CC(=O)NCCSCc1ccco1)c1ccc2c(c1)OCO2,1626,1747
COc1ccc(-c2nn(-c3ccccc3)cc2CNC(=O)c2cccc([N+](=O)[O-])c2)cc1,1688,1908
CNC(=S)N(Cc1ccco1)Cc1cc2cc(OC)ccc2[nH]c1=O,1652,1943
Cc1ccc(S(=O)(=O)N2CCC(c3nc4c(nnn4Cc4ccccc4)c(=O)[nH]3)CC2)cc1,1786,2101
C/C(=N/NC(=O)Cn1nc2ccccc2n1)c1ccc(F)cc1,1521,1770
O=C(Nc1nn[nH]n1)c1cc(-c2ccc(Cl)c(Cl)c2Cl)nc2ccccc12,1752,2093
Nc1ccc(CN2CCOCC2)cc1,1521,1956
N#C/C(=N\Nc1ccc(S(=O)(=O)N2CCCCC2)cc1)C(N)=S,1585,1592
Cn1ncc(N2CCN(S(=O)(=O)c3ccc(Br)cc3)CC2)c(Cl)c1=O,1683,1927
Cc1cccc(C)c1NC(=O)N1C2CCCC1CC(NC(=O)C(C)(C)C)C2 (stereo unspecified),1596,1729
Cc1ccc(N(C(=O)c2cc3ccccc3oc2=O)C2C=CS(=O)(=O)C2)cc1 (stereo unspecified),1596,1668
Cc1cc(N2CCC(C(=O)NC3CCCCC3)CC2)nc(-c2ccccc2)n1,2155*,1560
O=C(CNCC1CCCCC1)Nc1ccc(OC(F)(F)F)cc1,1427,1731
N#Cc1cccc(C#N)c1N1CCC(C#N)CC1,1608,1707
COc1cc(NC(=O)CSc2nc(C)c(C)c(C)n2)cc(OC)c1,1535,1657
CC1CCN(c2ccc(/C=N\Nc3nncn3N)cc2[N+](=O)[O-])CC1,1533,1847
CC(=O)Nc1nnc(SCC(=O)c2ccc3c(c2)Cc2ccccc2-3)s1,1646,1889
CCOC(=O)c1ccc(NC(=O)CN2CCN(Cc3ccccc3)CC2)cc1,1661,1622
COc1ccc(-c2cn3cc(C(F)(F)F)cc(Cl)c3n2)cc1,1602,1820
CCOc1ccccc1N=C1SC(CC(=O)Nc2ccc(OC)cc2OC)C(=O)N1CCC1=CCCCC1 (stereo unspecified),1399,1887
O=C(Nc1ccc(N2CCCCC2)cc1)c1ccccn1,1649,1935
COc1ccc(C)cc1NC(=S)NNC(=O)c1c(Br)cnn1C,1551,1805
CCOC(=O)/C(N=Nc1cc(C(=O)O)cc(C(=O)O)c1)=C(\O)CCl,1463,1620
CN(CCCC(=O)NC1CC(C)(C)NC(C)(C)C1)S(=O)(=O)c1ccc([N+](=O)[O-])cc1,1657,1868
COC(=O)c1cc(-c2cccs2)[nH]n1,1377,1832
N#CCCn1cc(C(=O)N2CCOCC2)c(-c2ccc3c(c2)OCCO3)n1,1595,1603
CCCCn1c(=O)nc2n(-c3ccc(OC)cc3)c3ccccc3cc-2c1=O,1398,1833
COc1ccc(NC(=O)OCCn2c([N+](=O)[O-])cnc2C)cc1,1639,1794
CC(=O)Nc1sc2c(c1C(c1cccc(F)c1)N1CCN(CCO)CC1)CCCC2 (stereo unspecified),1610,1587
COc1ccc(NS(=O)(=O)c2ccc(S(=O)(=O)N(C)C)cc2)cc1S(N)(=O)=O,1729,1982
Cc1cc(C)nc(NS(=O)(=O)c2ccc(NC(=O)c3cccc(N4C(=O)CCC4=O)c3)cc2)n1,1690,1829
CC(C)(C)NCCOCCOc1ccc(Cl)cc1C(C)(C)C,1522,2076
COc1ccc(-c2nc3c4ccccc4ccn3c2CN2CCCCC2)cc1,1835,1871
Cc1nc2c(C)cccc2cc1C(=O)N/N=C/c1cccc([N+](=O)[O-])c1,1744,2032
CC(=O)N1c2c(cc(Br)cc2S(=O)(=O)NCc2ccc3c(c2)OCO3)CC1C (stereo unspecified),1493,2109
# Further compounds
SMILES,SRC3 TRFRET art,SRC1 TRFRET art
O=C(NC1CC1)c1cc2c(s1)CS(=O)(=O)C2,1570,1704
COc1ccc(OC)c(NC(=O)CCNC(=O)Cn2cnc3ccccc3c2=O)c1,1370,1603
COc1ccc([N+](=O)[O-])cc1NC(=O)c1cn(-c2ccc(C)c(C)c2)c(=O)c2ccccc12,1380,1588
Cc1ccc(-n2ncc3c(NCCCN4CCCC4=O)ncnc32)c(C)c1,1531,1488
CC1CCCC(C)N1NC(=O)c1cccc(S(=O)(=O)N2CCc3ccccc32)c1 (stereo unspecified),1443,1833
CC(=O)N1CCc2ccccc2C1CC(=O)O (stereo unspecified),1557,1854
COC(=O)N/N=C(\C)c1ccc(OC(F)F)cc1OC(F)F,1910,1929
CNc1nc(SCC(=O)OC)nc(N2CCOCC2)n1,1502,1637
C=CCNC(=S)N1CCc2c([nH]c3ccccc23)C1C (stereo unspecified),1346,1608
C/C(=N\Nc1ccc([N+](=O)[O-])cc1)c1ccc(N)cc1,1553,1885
Cc1nc2ccc(S(=O)(=O)Nc3cccc(-c4nc5cccnc5s4)c3C)cc2s1,1768,1752
OCCOCCOc1ccc(-c2nn[nH]n2)cc1,1689,1701
N#C/C(=C/c1cn(CC(=O)O)c2ccccc12)C(=O)Nc1ccccc1,1580,1787
COc1cccc(-c2noc(CCCC(=O)Nc3ccc(C(N)=O)cc3)n2)c1,1365,2079
CCOC(=O)N1CCN(C(=S)NC2CCCCC2)CC1,1836,2113
Cc1cccc(N2C(=O)CC(NNc3nc4ccccc4s3)C2=O)c1 (stereo unspecified),1569,1643
CCOc1ccc(NC(=O)N2CCCC2C(=O)NCC2CCCO2)cc1 (stereo unspecified),1519,1498
CN(Cc1cccc2cnccc12)C(=O)CCc1nnc(CCc2ccccc2)o1,1366,1921
CCOC(=O)c1c(/N=C/c2cccc([N+](=O)[O-])c2O)sc(C)c1C,1672,1871
CNCCCOc1cc(C)cc(C)c1C,1537,1843
COC(=O)CCCCCN1C(=O)NC(c2ccc(-c3ccccc3)cc2)C(C(=O)OCc2ccccc2)=C1C (stereo unspecified),1491,1665
Cc1cc(N2CCN(S(=O)(=O)c3ccc(Br)cc3)CC2)n2ncnc2n1,1437,1574
CCOC(=O)n1c(=O)n(Cc2ccc(F)cc2)c2ccccc21,1499,1645
COCCNc1nnc(SCC(=O)NNC(=O)c2ccccc2)s1,1336,1613
COc1ccc(N(CCCN2C(=O)c3cccc4cccc(c34)C2=O)C(=O)c2cccnc2)cc1,1581,1986
CCOc1ccc(OCC)c(NC(=O)CN2CCN(c3cccc(C)c3C)CC2)c1,1716,2039
COc1cc(CNC(=O)CCCC/C=C\C(C)C)ccc1O,1461,1713
CC(=O)Nc1c(O)nc(SCc2ccc(Cl)cc2)[nH]c1=O,1439,1572
CC(C)N1CCN(Cc2ccc3nsnc3c2)CC1CCO (stereo unspecified),1605,1662
O=C(NCCN1C(=O)S/C(=C\c2ccc(Cl)cc2)C1=O)c1ccc(F)c(S(=O)(=O)N2CCOCC2)c1,1547,1944

# Arranged by formula weight (smallest number first): some entries from above
SMILES,SRC3 TRFRET art,SRC1 TRFRET art
CNCCCOc1cc(C)cc(C)c1C,1537,1843
OCCOCCOc1ccc(-c2nn[nH]n2)cc1,1689,1701
CCOC(=O)N1CCN(C(=S)NC2CCCCC2)CC1,1836,2113
COc1cc(CNC(=O)CCCC/C=C\C(C)C)ccc1O,1461,1713
CCOC(=O)n1c(=O)n(Cc2ccc(F)cc2)c2ccccc21,1499,1645
CC(=O)Nc1c(O)nc(SCc2ccc(Cl)cc2)[nH]c1=O,1439,1572
N#C/C(=C/c1cn(CC(=O)O)c2ccccc12)C(=O)Nc1ccccc1,1580,1787
CCOC(=O)c1c(/N=C/c2cccc([N+](=O)[O-])c2O)sc(C)c1C,1672,1871
CCOc1ccc(NC(=O)N2CCCC2C(=O)NCC2CCCO2)cc1 (stereo unspecified),1519,1498
COc1cccc(-c2noc(CCCC(=O)Nc3ccc(C(N)=O)cc3)n2)c1,1365,2079
CN(Cc1cccc2cnccc12)C(=O)CCc1nnc(CCc2ccccc2)o1,1366,1921
CCOc1ccc(OCC)c(NC(=O)CN2CCN(c3cccc(C)c3C)CC2)c1,1716,2039
Cc1cc(N2CCN(S(=O)(=O)c3ccc(Br)cc3)CC2)n2ncnc2n1,1437,1574
COc1ccc(N(CCCN2C(=O)c3cccc4cccc(c34)C2=O)C(=O)c2cccnc2)cc1,1581,1986
COC(=O)CCCCCN1C(=O)NC(c2ccc(-c3ccccc3)cc2)C(C(=O)OCc2ccccc2)=C1C (stereo unspecified),1491,1665
O=C(NCCN1C(=O)S/C(=C\c2ccc(Cl)cc2)C1=O)c1ccc(F)c(S(=O)(=O)N2CCOCC2)c1,1547,1944

# Next section:
SMILES,SRC3 TRFRET art,SRC1 TRFRET art
COc1ccc(NC(=O)CSc2nc3c(c(=O)n2-c2ccc(C)cc2)SCC3)c(OC)c1,1444,1581
O=c1c2c3c(sc2nc(NCCO)n1Cc1ccco1)CCCCC3,1673,1940
Cc1ccc(/C=N/N=C2/NC(=O)CS2)o1,1457,1765
COc1ccc(CNC(=O)C(C)OC(=O)c2cccn2C)cc1 (stereo unspecified),1516,1587
O=C1CCC([N+](=O)[O-])C(c2cc3c(cc2Br)OCO3)N1 (stereo unspecified),1651,1774
O=C(Nc1nc2ccc(F)cc2s1)C1CCN(S(=O)(=O)c2cc([N+](=O)[O-])ccc2Cl)CC1,1634,1836
COc1ccc(-n2nc(C(=O)NCc3ccco3)c3c4ccccc4n(C)c3c2=O)cc1,1740,1598
C=CCn1cc(/C=N/Nc2nc3ccccc3[nH]2)c2ccccc21,1620,2191
Cc1nsc(Nc2ccccc2)c1C#N,1588,1885
CC(/C=C/c1ccco1)=N\NC(=O)CNc1cccc(C)c1,1375,1918
COc1ccc(/C=N/NC(=O)c2cc(-c3ccccc3OC(C)C)nc3ccccc23)cc1CN1CCOCC1,1650,1670
N#C/C(=C\c1ccc(-c2ccc(Br)cc2)o1)C(=O)NCCc1c[nH]c2ccccc12,1656,1679
